AID inh = activation induced cytidine deaminase inhibition | Q9GZX7 | AID deamination FRET fluorescence, UDG-coupled, 4 h | Potency, µM (doses to about 115 µM), for inactives: top-dose activity change, negative = inhibition, actives largely listed as inhibitors | 91,000 compounds, 0.32% hits | AID 1347428; further: nearly all actives have a fitted effect of over 25% in size
Target sequence (Q9GZX7 whole entry, looked up): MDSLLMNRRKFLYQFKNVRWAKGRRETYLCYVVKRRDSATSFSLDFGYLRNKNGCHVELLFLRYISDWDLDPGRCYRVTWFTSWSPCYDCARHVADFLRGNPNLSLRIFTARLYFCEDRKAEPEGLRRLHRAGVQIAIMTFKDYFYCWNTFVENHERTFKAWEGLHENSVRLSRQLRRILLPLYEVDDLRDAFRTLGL
UDG counter = blocks uracil-DNA glycosylase in AID counter-screen | FRET deamination/UDG coupled assay, UDG read, 4 h | Potency, µM (doses to about 115 µM), without a hit: top-dose activity change, negative = inhibition, actives largely listed as inhibitors | 91,000 compounds, 0.14% hits | AID 1347430; further: nearly all actives have a fitted effect of over 65% in size
Active calls of the source: *; u = inconclusive; [ ] = remark or other dose. The call rests on the fitted dose curve; in most records, active means well fitted curve in the direction sought with a large enough effect; inconclusive means small, poorly fitted or top-dose-only effect, or another doubt; inactive means no such curve, though single readings can be large; an effect the other way counts as inactive or inconclusive. On the % scale 0 is the no-effect control and ±100 the full control effect; potency means the concentration at half of the fitted maximal effect.

SMILES	AID inh	UDG counter
CNC(=O)c1ccc(CN(c2nc3ccccc3o2)C2CC2)cc1	6%	-4%
Cc1cccc(C)c1NC(=O)COC(=O)COc1ccc2c(C)cc(=O)oc2c1	-9%	-6%
NCCCS(=O)(=O)O	6%	-3%
CCN1CC(C)C(=O)CC1C (stereo not drawn)	0%	-6%
CN(C)c1nc(N)c(C(=O)N=C(N)N)nc1Cl	-6%	4%
COc1ccc(C(=O)Oc2ccccc2Cl)cc1I	0%	10%
O=C(O)CC[C@@H](C(=O)O)N1C(=O)c2ccccc2C1=O	36%[activator]	3%
FC(F)(F)c1cccc(N2CCN(C(c3ccc(Br)cc3)c3nnc(-c4ccccc4)o3)CC2)c1 (stereo not drawn)	-14%	-12%
Cc1nc(SCC(=O)Nc2ccc(Br)cc2)[nH]c(=O)c1Cc1ccccc1	u	-5%
COc1ccccc1NC(=O)CCc1c[nH]c2ccccc12	-5%	-4%
Cc1cc2c(c(=O)n1Cc1ccco1)C(Cc1ccccc1)C(C#N)=C(N)O2 (stereo not drawn)	4%	6%
COc1cccc(NC(=O)CSc2nc3c([nH]c4ccccc43)c(=O)n2-c2ccccc2)c1	8%	3%
CCCCc1ccc(NC(=O)Cn2cnc3c2c(=O)n(C)c(=O)n3C)cc1	23%	-27%
Cc1cc(C(=O)NC2CC2)c2cc(Br)ccc2n1	3%	1%
O=C(NC1CCCC1)c1cc(Nc2cccc(C(F)(F)F)c2)nc2ccccc12	3%	-9%[57.5 µM]
CC(=O)Oc1ccc2c(=O)c(-c3ccc4c(c3)OCCO4)c(C)oc2c1C	-6%	7%
Nc1nccnc1C(=O)NCCSCc1ccsc1	-2%	-3%
CCOCCCNC(=O)c1cc(-c2cccs2)nc2ccccc12	0%	-1%
CCc1ccc(Nc2nc(N)nc(CSc3nc4ccccc4s3)n2)cc1	u	-21%
O=S(=O)(c1ccccc1F)N1CCN(Cc2coc(-c3cccs3)n2)CC1	-9%	-13%
Cc1ccc(/C(C#N)=C\c2cccn2C)cc1	-18%	-14%
Cc1cc(OS(C)(=O)=O)cc2c1C(=O)/C(=C/c1ccccc1F)O2	-15%	-9%
CCOC(=O)c1cccc(NC(=O)c2cc3cc4ccc(C)cc4nc3o2)c1	12%	-11%
COCCN(C(=O)c1cc2c(s1)CCC(C)C2)c1c(N)n(CC(C)C)c(=O)[nH]c1=O (stereo not drawn)	-6%	-2%
COc1ccc(OC)c(CCNC(=O)c2c3c(nc4ccccc24)C(=O)N(C2CCCCC2)C3)c1	-25%	17%

Next section (7 carried over from the part before).
SMILES	AID inh	UDG counter
CCc1ccc(Nc2nc(N)nc(CSc3nc4ccccc4s3)n2)cc1	u	-21%
O=S(=O)(c1ccccc1F)N1CCN(Cc2coc(-c3cccs3)n2)CC1	-9%	-13%
Cc1ccc(/C(C#N)=C\c2cccn2C)cc1	-18%	-14%
Cc1cc(OS(C)(=O)=O)cc2c1C(=O)/C(=C/c1ccccc1F)O2	-15%	-9%
CCOC(=O)c1cccc(NC(=O)c2cc3cc4ccc(C)cc4nc3o2)c1	12%	-11%
COCCN(C(=O)c1cc2c(s1)CCC(C)C2)c1c(N)n(CC(C)C)c(=O)[nH]c1=O (stereo not drawn)	-6%	-2%
COc1ccc(OC)c(CCNC(=O)c2c3c(nc4ccccc24)C(=O)N(C2CCCCC2)C3)c1	-25%	17%
Cc1ccc(Cl)cc1NC(=O)CCn1c(=O)c2cccn2c2cccnc21	6%	5%
Cc1ccc(CNC(=O)C(=O)NCC(c2ccco2)S(=O)(=O)c2ccc(C)cc2)cc1 (stereo not drawn)	4%	6%[57.5 µM]
O=C(CSc1ncc(C(F)(F)F)cc1Cl)c1ccc[nH]1	-8%	-2%
CCOc1ccc(C(=O)OCc2ccccc2C#N)cc1OC	-13%	-3%
COc1ccc(C2NC(=O)NC(C)=C2C(=O)Nc2cc(C)cc(C)c2)c(OC)c1 (stereo not drawn)	-19%	-4%
C/C(=N\NC(N)=O)c1ccc(Br)cc1	-4%	-3%
Cc1ccc(Cn2cc(C(=O)c3ccc(F)cc3)c(=O)c3cc4c(cc32)OCCO4)cc1	4%	5%
COc1ccc(NC(=O)c2cc3c([nH]c2=O)CC(c2ccccc2)CC3=O)cc1 (stereo not drawn)	-8%	-10%
Cc1nc2cccnc2n1-c1cccc(C(=O)NCc2cccc(Cl)c2)c1	10%	-3%
Cc1ccc(-c2noc(CNc3ccc(F)cc3C)n2)cc1	-16%	-19%
COc1cccc(-c2nnc(SCC(=O)N3CCc4ccccc43)o2)c1	7%	-3%
CCC(O)C1=C(c2ccccc2)Oc2ccccc2C1c1ccccc1 (stereo not drawn)	-10%	2%
CN1CCN(c2nc3c(S(=O)(=O)c4ccc(Cl)cc4)nnn3c3ccsc23)CC1	u	-16%
CC(C)Cn1c(=O)c2sccc2n2c(CCCC(=O)NCC(C)c3ccccc3)nnc12 (stereo not drawn)	-16%	6%
Cc1ccc2oc3c(c(=O)c2c1)C(c1ccc(F)cc1)N(c1nc(C)c(C)s1)C3=O (stereo not drawn)	-4%	4%
COc1cc(/C=C(/C#N)c2ccc(C(F)(F)F)cn2)cc(OC)c1O	23%	-4%
Cc1ccc(Nc2nc(CSc3nnc4n3CCCCC4)cs2)cc1C	-5%	-2%
CC(=O)Nc1ccc(Cl)c(-c2nc3cc(C)ccc3o2)c1	-9%	1%
COc1cc(C(=O)OCCCN2CCCN(CCCOC(=O)c3cc(OC)c(OC)c(OC)c3)CC2)cc(OC)c1OC	-6%	1%
O=C(CSc1oc(-c2ccccc2)nc1S(=O)(=O)c1ccc(Cl)cc1)c1ccccc1	14%	-3%
Cc1ccc(-c2cn(-c3cccc(Cl)c3)c(S(=O)(=O)CC(=O)Nc3ccccc3F)n2)cc1	u	-18%
CCOC(=O)CN1C(=O)N(c2ccc(C)c(C)c2)S(=O)(=O)c2ccccc21	8%	2%
CCOC(=O)/C=C/c1ccc(NC(=O)c2ccc(CN3CCOCC3)cc2)cc1	-1%	-3%
N#Cc1ccnc(Sc2ccc(F)cc2)c1	0%	-3%
CCCSc1nc2sc3c(c2c(=O)n1-c1ccccc1)CCC(C)C3 (stereo not drawn)	5%	-3%

Single records, as listed above.
`Cc1ccc(Cl)cc1NC(=O)CCn1c(=O)c2cccn2c2cccnc21` as listed: AID inh: 6%; UDG counter: 5%
`CCC(O)C1=C(c2ccccc2)Oc2ccccc2C1c1ccccc1` (stereo not drawn) as listed: AID inh: -10%; UDG counter: 2%

The list goes on:
SMILES	AID inh	UDG counter
CC1CCN(C(=O)CN2CC(C)Sc3ccccc32)CC1 (stereo not drawn)	-13%	32%[activator]
O=C(OCc1cc(=O)n2nc(C3CC3)sc2n1)c1ccc(NC(=O)c2ccccc2Cl)cc1	33%[activator]	-4%
O=C(c1ccc2c(c1)N(Cc1cccc(Cl)c1)C(=O)c1ccccc1S2(=O)=O)N1CCCC1	-20%	8%[57.5 µM]
CCCn1cc(S(=O)(=O)c2ccccc2)c(=O)c2cc(F)c(N3CCCC3)cc21	4%	10%
Cc1ccc(NC(=O)Cn2cc(C(=O)C3CC3)c3ccccc32)c(C)c1	8%	4%
Cc1cccc(C(=O)Nc2nnc(S(=O)(=O)N(C)Cc3ccco3)s2)c1	44%[activator]	-8%[57.5 µM]
Cc1ccc(Cl)cc1N1CCN(C(=O)Cn2nc(C)c3sc4ccccc4c3c2=O)CC1	-14%	8%
COc1cc(C2CC(=O)Nc3c(-c4ccc(Cl)cc4)nsc32)cc2c1OCO2 (stereo not drawn)	4%	8%
Cc1nn(C)c2c1c(C(F)(F)F)cc(=O)n2CC(=O)NC(C)(C)C	-14%	0%
COc1ccc(C=O)cc1OCc1ccc(F)cc1Cl	-9%	-16%
CCNc1cc(N2CCN(C3CCCCC3)CC2)c2noc3c2c1C(=O)c1ccccc1-3	169%[activator]	11%
CCOc1ccc(C(=O)Nc2nc(C)cs2)cc1OCC	-8%	-8%
c1ccc(-c2sc(-c3ccccc3)c(-c3ccccc3)c2-c2ccccc2)cc1	-2%	-7%
CCC(C)NC(=O)CSc1nc2cc3c(cc2c(=O)n1CCCC(=O)NCCc1ccc(OC)c(OC)c1)OCO3 (stereo not drawn)	10%	-3%
Cc1ccc(CNC(=O)c2c(-c3ccc(Br)cc3)noc2C)o1	-6%	0%
Nc1nccnc1C(=O)NCCc1ccccc1F	3%	-1%
COc1ccccc1NC(=O)C1=C(C)Nc2nc(-c3ccco3)nn2C1c1ccccc1F (stereo not drawn)	6%	6%
CCN(CC)C(=O)C1=C(C)N(Cc2ccccc2)C(=O)NC1c1ccc(F)cc1F (stereo not drawn)	-4%	-12%
CCN(C(=O)c1nn(-c2ccc(OC)c(Cl)c2)c(=O)c2c1c1ccccc1n2C)c1cccc(C(F)(F)F)c1	u	-14%
COc1ccc2c(c1)CC(C(=O)Nc1cc(OC)c(OC)c(OC)c1)CO2 (stereo not drawn)	17%	-1%
COc1cccc(CNC(=O)CN2C(=O)N(c3c(C)cccc3C)S(=O)(=O)c3ccccc32)c1OC	-5%	-7%
O=C(CSc1nc(-c2ccccc2)no1)N1CCN(c2ccccc2)CC1	-8%	21%
CCC(Sc1nnc2c3ccccc3n(C)c2n1)C(=O)Nc1nnc(C(C)C)s1 (stereo not drawn)	-5%	-19%[57.5 µM]
CCC(=O)Nc1ccc2c(c1)nc(CCNC(=O)c1ccc(C)c(F)c1)n2C	3%	-10%
COc1ccc(NC(=O)COc2ccc(F)cc2)c2cccnc12	1%	4%

In the list so far, 6 have an NH in an aromatic ring:
SMILES	AID inh	UDG counter
Cc1nc(SCC(=O)Nc2ccc(Br)cc2)[nH]c(=O)c1Cc1ccccc1	u	-5%
COc1ccccc1NC(=O)CCc1c[nH]c2ccccc12	-5%	-4%
COc1cccc(NC(=O)CSc2nc3c([nH]c4ccccc43)c(=O)n2-c2ccccc2)c1	8%	3%
COCCN(C(=O)c1cc2c(s1)CCC(C)C2)c1c(N)n(CC(C)C)c(=O)[nH]c1=O (stereo not drawn)	-6%	-2%
O=C(CSc1ncc(C(F)(F)F)cc1Cl)c1ccc[nH]1	-8%	-2%
COc1ccc(NC(=O)c2cc3c([nH]c2=O)CC(c2ccccc2)CC3=O)cc1 (stereo not drawn)	-8%	-10%

(list continues)
SMILES	AID inh	UDG counter
Cc1c(CCC(=O)N2CCCCC2)c(=O)oc2cc(O)ccc12	-1%	5%
COc1ccccc1CN1CCC(CNS(=O)(=O)c2cc(-c3onc(C)c3C)ccc2OC)CC1	7%	u
CS(=O)(=O)N1CCc2cc(S(=O)(=O)NCc3ccccc3Cl)ccc21	18%	2%
Cc1occc1-c1nc(-c2ccccc2)no1	5%	5%
COc1ccc2cc(C(=O)NC(CC(C)C)C(=O)O)ccc2c1 (stereo not drawn)	-2%	-1%
NC(=O)c1ncn([C@@H]2O[C@H](CO)[C@@H](O)[C@H]2O)n1	5%	2%
O=S(=O)(c1cccc(Cl)c1)n1c(/C=C/c2ccccc2Cl)nc2ccccc21	-11%	-8%
COc1ccc(NC(=O)C2=CC(c3ccc4c(c3)OCO4)=NS(=O)(=O)N2C)cc1	-2%	15%
Cc1cc(C)n(-c2nc3ccccc3nc2N2CCN(C(=O)c3ccccc3Br)CC2)n1	-2%	45%[activator]
Cc1nn(CCCC(=O)NCc2ccccc2)c(=O)c2cc3sccc3n12	-14%	-10%
O=c1c2cnn(-c3ccc(F)cc3)c2ncn1CC(O)COc1ccc(Cl)cc1Cl (stereo not drawn)	-4%	1%
Cc1cccc(Cn2cc(S(=O)(=O)c3ccccc3)c(=O)c3cc(F)c(N4CCOCC4)cc32)c1	u	14%
CC(Sc1nc(N)cc(N)n1)C(=O)c1ccccc1 (stereo not drawn)	2%	3%
CC(OC(=O)CSc1nc2ccccc2o1)C(=O)NC1(C#N)CCCCC1 (stereo not drawn)	0%	14%
Cc1cc(C)c(S(=O)(=O)n2cnc3ccccc32)cc1C	-13%	9%
O=C(NCc1ccccc1)c1cccn1-c1nnc(N2CCCC2)s1	9%	-6%
COc1ccc(CNC(=O)CCc2nc3cccnc3n2Cc2ccc(OC)cc2)cc1	-9%	-4%
O=C(OCC(=O)N1CCC(c2ccccc2)=N1)c1cc2c(s1)CCCC2	-4%	5%
O=[N+]([O-])c1cc(S(=O)(=O)Nc2ccc(Cl)cc2)ccc1N/N=C/c1ccccc1C(F)(F)F	-10%	-16%
CC1(C)CC(NC(=S)Nc2ccccc2)CC(C)(CNC(=S)Nc2ccccc2)C1 (stereo not drawn)	-15%	-13%
COc1ccc(OC)c(NC(=O)c2c(-n3cnnn3)sc(C)c2C)c1	6%	1%
Cc1cccc(-n2ccnc2SCC(=O)Nc2cccc3ccccc23)c1C	u	-15%
CCCCCCCOc1ccc(C(=O)Oc2ccc(C(C)=O)cc2)cc1	-1%	-3%
NS(=O)(=O)c1ccc(NC(=O)c2cc3ncccn3n2)cc1	-11%	9%
COc1ccc(S(=O)(=O)c2c(Nc3ccc(C)cc3)sc(C(=O)c3ccc(C)cc3)c2N)cc1	-10%	-16%
COc1cccc(NC(=O)N2CCN(C(=O)c3nsc4ccccc34)CC2)c1	0%	-7%
CCc1nn(CC(=O)Nc2cccc(C)c2C)c(=O)c2cc3sccc3n12	-3%	7%
C=CCNC(c1ccccc1)c1ccccc1	-3%	5%

2 compounds picked at random from the list so far, as already listed:
SMILES	AID inh	UDG counter
COc1ccc2c(c1)CC(C(=O)Nc1cc(OC)c(OC)c(OC)c1)CO2 (stereo not drawn)	17%	-1%
COc1cccc(CNC(=O)CN2C(=O)N(c3c(C)cccc3C)S(=O)(=O)c3ccccc32)c1OC	-5%	-7%

Not all compounds are listed (hit frequency here may not be typical).
